D1 ag – activates the human D1 dopamine receptor; P21728; HEK293 T-REx D1 cells, calcium flux, agonist mode; activation, % at 2 µM; 1% of 360,000 active; in the data active = activation above about 30%; note: 0% is about no effect
Target sequence (P21728 whole entry, looked up): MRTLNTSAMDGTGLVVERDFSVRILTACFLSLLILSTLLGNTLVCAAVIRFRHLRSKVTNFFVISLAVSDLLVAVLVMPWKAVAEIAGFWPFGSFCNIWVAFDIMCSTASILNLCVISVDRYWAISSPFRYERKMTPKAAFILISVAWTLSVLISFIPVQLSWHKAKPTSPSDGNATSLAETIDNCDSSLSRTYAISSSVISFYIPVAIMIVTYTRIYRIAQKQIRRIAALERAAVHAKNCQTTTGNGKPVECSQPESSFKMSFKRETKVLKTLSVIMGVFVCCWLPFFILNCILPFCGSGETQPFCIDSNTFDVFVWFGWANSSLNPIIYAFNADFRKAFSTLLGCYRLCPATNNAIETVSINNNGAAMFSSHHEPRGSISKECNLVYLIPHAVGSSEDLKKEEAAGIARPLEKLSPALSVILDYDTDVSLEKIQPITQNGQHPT
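Tetracycline-induced HEK293 TREx D1 cells, force-coupled to calcium signalling, were dye-loaded with a no-wash calcium kit. Compound was pin-added after a 10 s baseline. Fluorescence was read kinetically at 1 cycle/s for 180 s, with calcium rises flagged as agonism.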
RXFP1 agonist – RXFP1 (human) receptor agonism | HEK293T-RXFP1 cAMP TR-FRET, 30 min; response scale: percent of porcine relaxin response, buffer zero | Potency, µM (top dose mostly 57.5 µM), inactives show at the top dose activation, actives largely listed as activators | 0.3% of 370,000 active | AID 2676; note: potency is the fitted concentration of half-maximal effect; % is set by controls: 0 for no effect and ±100 for the full control effect; nearly all actives have a fitted effect of over 60% in size; many of its hits are not listed in these tables
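HEK293T cells stably expressing RXFP1 were pretreated with the PDE4 inhibitor Ro 20174, exposed to compounds for 30 min at 37C, lysed, and cAMP was read by TR-FRET. Data normalized to buffer (basal) and 29 nM porcine relaxin (100%).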
Vif-A3F inh – blocks the Vif interaction with APOBEC3F; HeLa A3F-eYFP + Vif (tagged APOBEC3F with the HIV-1 protein that degrades it), YFP fluorescence increase; Potency, µM (series often up to 46.1 µM), for inactives: at the top dose activity, negative = active; 0.2% of 390,000 active; note: potency is the fitted concentration of half-maximal effect; % of control where 0% means no effect; nearly all actives have a fitted effect of over 65% in size
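HeLa cells stably expressing A3F-eYFP plus Vif, plated and incubated overnight at 37 deg C, then exposed to compounds overnight at 37 deg C. Blocked degradation read as raised yellow fluorescence (Ex 488/Em 500-530).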
D1 PAM – potentiators of human D1 dopamine receptor; HEK293 TREx D1 cells, calcium flux, dopamine EC20 potentiation; 0.036% of 360,000 active; AID 504651; potentiation, % at 10 µM; in the data active = potentiation above about 30%; note: 0% is about no effect
D2 PAM – positively modulates the human D2 dopamine receptor allosterically. P14416. HEK293 T-REx D2, calcium flux, EC20 dopamine potentiation. 0.34% of 340,000 active. potentiation, % at 10 µM. AID 485347;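 active = potentiation over 3 SD above the plate norm, cut at about 30% in these data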; note: 0% is about no effect
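Using a no-wash calcium dye in inducible, force-coupled HEK293 Trex cells expressing D2, we tracked fluorescence each second for 180 s after compound, then for 180 s after EC20 dopamine to detect augmented signalling.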
D1 antagonist – blocks dopamine activation of the human D1 receptor. HEK293 TREx D1 cells, calcium flux, dopamine EC80; hits give low values. 3.2% of 360,000 active. AID 504652. activity change, negative = inhibition, % at 10 µM. P21728; in the data active = activity change below about -30%; note: % is set by controls: 0 for no effect and ±100 for the full control effect
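Kinetic fluorescence of a calcium dye serves as the read-out. D1-expressing Hek293 Trex cells, induced overnight at 30 C, are exposed to compound for 180 s before an EC80 dopamine addition, then read 180 s further.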
GRP78 ERSR act – ER stress response induction in glioma. U87-MG GRP78 promoter luciferase reporter, 16 h. Potency, µM, for inactives: top-dose activation, most hits filed as activators. 0.02% of 420,000 active. AID 602332; note: potency is the fitted concentration of half-maximal effect; series mostly up to about 76 µM; % of control where 0% means no effect; nearly all actives have a fitted effect of over 35% in size
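Stably transfected U87-MG human glioma cells carrying a GRP78-based luminescent sensor were seeded at 1000 cells/well, pin-dosed with compounds and incubated 16 h. Luciferase reagent was then added, and end-point luminescence was read after 10 min at room temperature.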
RXFP1 antagonist – antagonists of human relaxin receptor RXFP1; 0.59% of 350,000 active; Q9HBX9; AID 1259400; activity change, negative = inhibition, % at 57.5 µM; HEK293-RXFP1, relaxin-stimulated cAMP HTRF, 30 min; hits give low values;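 active = activity change of -60% or lower, but not beyond a set lower limit; inconclusive = change between -60% and -40%, or beyond the set limit; inactive = change above -40%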; note: % is set by controls: 0 for no effect and ±100 for the full control effect
Vif-A3G inh – inhibitors of Vif-APOBEC3G interaction | HeLa A3G-eYFP + Vif (tagged APOBEC3G with the HIV-1 protein that degrades it), YFP fluorescence, overnight | AID 602310 | 0.076% of 410,000 active | Potency, µM (titrated, usually from 46.1 µM), inactives show at the top dose activity, negative = active, hits mostly inhibitors | Q9HC16;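 note: potency is the fitted concentration of half-maximal effect; % is set by controls: 0 for no effect and ±100 for the full control effect; nearly all actives have a fitted effect of over 60% in size; hits raise eYFP signal because A3G escapes Vif-driven loss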
Target sequence (Q9HC16 whole entry, looked up): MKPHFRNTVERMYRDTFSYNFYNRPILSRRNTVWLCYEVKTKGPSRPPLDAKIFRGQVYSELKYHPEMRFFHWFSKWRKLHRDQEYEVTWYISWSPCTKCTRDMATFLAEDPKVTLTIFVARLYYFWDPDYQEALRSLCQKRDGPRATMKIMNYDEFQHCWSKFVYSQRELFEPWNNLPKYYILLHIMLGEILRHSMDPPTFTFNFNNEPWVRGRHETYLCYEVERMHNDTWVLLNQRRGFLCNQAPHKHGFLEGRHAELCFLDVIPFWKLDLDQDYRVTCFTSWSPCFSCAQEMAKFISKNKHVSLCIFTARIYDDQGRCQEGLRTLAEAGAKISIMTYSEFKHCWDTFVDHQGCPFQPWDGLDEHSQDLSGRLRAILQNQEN
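Read-out is eYFP fluorescence (Ex 488/Em 500-530) from Vif-expressing HeLa A3G-eYFP cells; more signal means A3G escaped Vif-mediated degradation. Cells plated overnight, compound pinned in, incubated overnight at 37 deg C.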
Active calls of the source: *; u = inconclusive; x = no result given; & = joins results of further samples. Unless noted, calls come from the whole dose curve; as a rule, active = well fitted curve in the direction sought with a large enough effect; inconclusive = small, poorly fitted or top-dose-only effect, or another doubt; inactive = no such curve, though single readings can be large; an effect the other way counts as inactive or inconclusive. Not all compounds are listed; rates above refer to the full screens.

Results follow in this order: D1 ag	RXFP1 agonist	Vif-A3F inh	D1 PAM	D2 PAM	D1 antagonist	GRP78 ERSR act	RXFP1 antagonist	Vif-A3G inh
Cc1cc(C)cc(N(C(=O)CCC(=O)Nc2cc(C)on2)C(C(=O)NC2CCCC2)c2ccco2)c1 (stereo not drawn)
 : 0	2.8%	21%	-2	0	11	0%	6	2%
CCOC(=O)CSc1nc2sc3c(c2c(=O)n1-c1ccccc1)CCN(C)C3
 : 20	2.7%	-3%	-8	1	-18	-1%	6	8%
O=C(NNC(=O)c1ccc(-n2cncn2)c([N+](=O)[O-])c1)c1ccc(Cl)cc1
 : 1	-1.4%	-7%	-4	16	-23	-2%	1	0%
CC(C)Cc1nc2oc3c(NCC4CCCO4)ncnc3c2c2c1CCC2 (stereo not drawn)
 : 2	0.4%	0%	-6	-2	-1	3%	-10	-6%
CC(C)c1nnc(NC(=O)CCN2C(=O)c3ccccc3C2=O)s1
 : 2	1.7%	1%	-1	-4	5	2%	-19	0%
CCOC(=O)c1c(NC(=O)CSc2nnc3c(n2)[nH]c2ccccc23)sc2c1CCN(C)C2
 : x	x	-8%	x	x	x	-8%	-2	-3%
COc1ccc(NC2=NC(=S)N(c3ccccc3C)C23CCCCC3)cc1
 : 3	-1.4%	x	-1	-4	9	-5%	-20	-7%
Clc1ccc(CN=C(Nc2ccccc2)NC2CCCCC2)cc1
 : 8	0.8%	2%	-1	-14	-16	-8%	u	4%
CNC(=O)C1CCC(Cn2c(=O)c3sccc3n(CC(=O)Nc3ccc(C)c(F)c3)c2=O)CC1 (stereo not drawn)
 : 3	-0.2%	1%	-4	6	-2	-6%	-13	-2%
Cc1cc(C)cc(NC(=O)C2CCCN(c3nnc(-n4c(C)ccc4C)s3)C2)c1 (stereo not drawn)
 : -3	-0.1%	12%	-1	25	-3	-3%	x	14%
COc1ccccc1-c1nnc2sc(-c3ccc(N(C)C)cc3)nn12
 : 0	6.6%	0%	-1	-5	-1	-3%	-15	-43%
CCOC(=O)C1=C(N)Oc2ccc3ccccc3c2C1c1cccnc1 (stereo not drawn)
 : 0	1.3%	3%	-3	-16	10	-7%	-14	1%
CCOP(=O)(OCC)C(NC(=O)Nc1ccc(C)c(Cl)c1)c1ccccc1 (stereo not drawn)
 : 5	2.2%	4%	1	-7	-9	3%	0	-4%
O=C(NCCN1CCCC1)C1COc2ccccc2O1 (stereo not drawn)
 : 7	3.4%	9%	-1	9	-2	-4%	-17	-5%
COc1cc2nc(C3CCC3)nc(N3CCN(c4ccccn4)CC3)c2cc1OC
 : 0	0.3%	-3%	-1	x	-12	-4%	-7	-4%
Cc1oc(-c2cccc(Cl)c2)nc1CN1CCC(C(=O)NC(C)c2ccccc2)CC1 (stereo not drawn)
 : 20	-0.1%	-2%	-2	3	-5	-3%	x	3%
CCc1ccc(NC(=O)CCS(=O)(=O)c2ccc3c(c2)CCN3C(C)=O)cc1
 : 1&1	2.2%&-1.8%	13%&15%	0&-4	4&-10	8&-8	0%&0%	-5&1	3%&6%
Cc1cc(F)ccc1NCc1ccncc1
 : 0	-0.5%	-14%	-2	2	-4	4%	7	2%
COC(=O)COc1ccc(S(=O)(=O)NCc2cccnc2)cc1
 : 5	0.2%	-1%	7	-7	6	-1%	-22	-4%
CCNC(=S)/C(=C(/[O-])c1ccc([N+](=O)[O-])cc1)[n+]1ccccc1
 : 0	-0.9%	-2%	-1	8	7	-3%	-1	0%
CCOC(=O)c1ccccc1NC(=O)Cn1nnc2sc3c(c2c1=O)CCCC3
 : 0	-3.4%	x	0	-11	-7	x	-10	x
Fc1ccc(NC(=S)NCCN2CCOCC2)c(F)c1F
 : 1	-1.4%	1%	-4	-11	x	-6%	-11	0%
COc1cccc(NC(=O)c2ccccc2-c2nc(-c3cccc(C)c3)no2)c1
 : 4	1.5%	6%	0	-6	-14	6%	-12	0%
c1cc2c(c(CC3CO3)c1CC1CO1)OCCOCCOCCOCCO2 (stereo not drawn)
 : x	x	-17%	x	x	x	-4%	-5	4%
C#CCNC(=O)C1CCN(c2ccc(S(=O)(=O)N3CCOCC3)cc2Cl)CC1
 : 5	-1.4%	2%	-6	1	-1	-3%	15	-3%
COc1cccc(N=Nc2c(=O)[nH]n3c(C)cc(C)nc23)c1
 : 2	1.1%	5%	-5	0	-10	2%	-11	1%
O=c1[nH]c(N/N=C/c2ccc(O)cc2)nc2ccccc12
 : 1	-2.9%	6%	-1	-6	6	-6%	-14	0%
CCOC(=O)[C@H]1[C@H]2COc3ccc(OC)cc3[C@@H]2N2C(=O)CN(Cc3ccc(F)cc3)C(=O)[C@@]12C
 : -1	-0.3%	0%	2	-1	-15	0%	x	-5%
COc1ccccc1C(=O)Nc1ccc(S(=O)(=O)Nc2nc(C)cc(C)n2)cc1
 : 3	20%	0%	-2	-4	-16	-2%	-2	-2%
COc1cccc(/C=C/c2nc(C#N)c(NCC(C)C)o2)c1
 : 1	22%	-2%	3	-12	-16	5%	10	-2%

Rewritten tab-delimited: entries from further up.
mol	D1 ag	RXFP1 agonist	Vif-A3F inh	D1 PAM	D2 PAM	D1 antagonist	GRP78 ERSR act	RXFP1 antagonist	Vif-A3G inh
COc1cccc(NC(=O)c2ccccc2-c2nc(-c3cccc(C)c3)no2)c1	4	1.5%	6%	0	-6	-14	6%	-12	0%
c1cc2c(c(CC3CO3)c1CC1CO1)OCCOCCOCCOCCO2 (stereo not drawn)	x	x	-17%	x	x	x	-4%	-5	4%
C#CCNC(=O)C1CCN(c2ccc(S(=O)(=O)N3CCOCC3)cc2Cl)CC1	5	-1.4%	2%	-6	1	-1	-3%	15	-3%
COc1cccc(N=Nc2c(=O)[nH]n3c(C)cc(C)nc23)c1	2	1.1%	5%	-5	0	-10	2%	-11	1%
O=c1[nH]c(N/N=C/c2ccc(O)cc2)nc2ccccc12	1	-2.9%	6%	-1	-6	6	-6%	-14	0%

Grouped by structure: the compounds so far with a nitro group on carbon (two)
Results follow in this order: D1 ag	RXFP1 agonist	Vif-A3F inh	D1 PAM	D2 PAM	D1 antagonist	GRP78 ERSR act	RXFP1 antagonist	Vif-A3G inh
O=C(NNC(=O)c1ccc(-n2cncn2)c([N+](=O)[O-])c1)c1ccc(Cl)cc1
 : 1	-1.4%	-7%	-4	16	-23	-2%	1	0%
CCNC(=S)/C(=C(/[O-])c1ccc([N+](=O)[O-])cc1)[n+]1ccccc1
 : 0	-0.9%	-2%	-1	8	7	-3%	-1	0%

Next results.
Results follow in this order: D1 ag	RXFP1 agonist	Vif-A3F inh	D1 PAM	D2 PAM	D1 antagonist	GRP78 ERSR act	RXFP1 antagonist	Vif-A3G inh
COc1ccc(-c2nc(C)sc2C)cc1
 : -1	1.1%	-2%	-1	10	0	6%	-33	-8%
COC(=O)c1ccc(NC(=O)c2c(NCc3ccc(C)o3)sc3c2CCCC3)cc1
 : 2	0.3%	2%	-3	20	4	-1%	-37	-1%
COC(=O)[C@]1(C)CCC[C@@]2(C)C3CC[C@@]4(C)C[C@]3(CCC21)CC(=O)N4 (stereo partly drawn)
 : -2	0.2%	-2%	6	-10	x	-4%	x	0%
Cc1ccccc1SCC(=O)OCC(=O)N1CC(=O)Nc2ccccc21
 : x	x	-4%	x	x	x	-5%	-1	-6%
CCOC(=O)C1(Cc2ccccc2C)CCCN(C(=O)CCn2nccc2C)C1 (stereo not drawn)
 : 3	1.1%	9%	0	10	10	-6%	1	0%
COc1ccc(OCC(=O)NNC(=O)Cn2c(=O)cnc3ccccc32)cc1
 : 0	2.8%	u	2	5	-8	-5%	-5	0%
Cc1cc(C)c2nc(N3CCC(C(=O)NCCCN4CC(C)CC(C)C4)CC3)sc2c1 (stereo not drawn)
 : 3	0.2%	0%	-8	-1	-10	5%	-8	7%
COc1ccccc1N1CCN(CC(=O)Nc2c(C)n[nH]c2C)CC1
 : 0	0.9%	-9%	-2	-21	9	-2%	-7	3%
CC(=O)N1CCN(S(=O)(=O)c2c(C)n(C)c(=O)n(C)c2=O)CC1
 : 7	-1.2%	5%	-4	-3	-2	-5%	-21	3%
O=C(O)CSc1ccc(S(=O)(=O)N2CCCC2)cn1
 : 1	0.8%	-16%	-5	8	21	-3%	3	2%
CCn1c(C)c(C)c2cc(C(=O)NCCCN3CCCC3)ccc21
 : 3	-4.0%	3%	-6	11	0	0%	7	-3%
CCOc1ccc(N(CC(=O)Nc2ccc3c(c2)OCCO3)S(=O)(=O)c2c(C)noc2C)cc1
 : 1	1.0%	-11%	-3	-19	-11	0%	x	1%
Cc1ccc(S(=O)(=O)N2CCCC2)s1
 : 2	0.5%	-5%	7	2	0	-1%	8	1%
CC1(C)CC2CC(C)(CN2C(=O)COC(=O)c2ccc(Cl)c(N)c2)C1 (stereo not drawn)
 : 1	0.1%	-3%	0	-1	-3	-5%	-2	3%
CCc1ccc(C)c(OC(=O)c2cncc(Br)c2)c1
 : 0	-0.4%	-24%	5	0	1	-4%	-6	-3%
CC(=O)N1N=C(c2cccnc2)OC1c1ccc(C(C)C)cc1 (stereo not drawn)
 : 2	1.9%	-6%	-3	27	-4	0%	1	2%
CC(CCCN1CCCC1)Nc1ccnc2cc(Cl)ccc12 (stereo not drawn)
 : x	x	-3%	x	x	x	-5%	-2	1%
O=C(NCCN1CCOCC1)c1cc2ccccc2o1
 : 0	2.0%	0%	-4	5	-9	-1%	-4	-3%
Cc1ccccc1C(=O)OCC(=O)Nc1cccc(S(=O)(=O)N2CCCCC2)c1
 : x	x	1%	x	x	x	-3%	-1	0%
CCOc1ccccc1NC(=O)Cn1cc(C(=O)c2ccc(Cl)cc2)c(=O)c2ccc(C)nc21
 : 0	u	u	0	3	-2	-1%	-10	-3%
COc1cccc(NC(=O)N2CCCC2C(=O)NCc2ccccc2)c1 (stereo not drawn)
 : 2	-0.5%	4%	-6	10	-16	-4%	-2	0%
Cc1cc(C)c(C(=O)/C=C/c2ccc3c(c2)OCO3)c(=O)[nH]1
 : 1	-0.6%	10%	0	4	-1	-2%	-7	2%
COc1ccccc1S(=O)(=O)N(C)C[C@H]1OCc2cn(nn2)CCCC(=O)N([C@@H](C)CO)C[C@@H]1C
 : x	x	3%	x	x	x	-2%	-4	-2%

Screening results: PubChem BioAssay, National Center for Advancing Translational Sciences (NCATS)
